HCV inh: HCV inhibition. Huh7.5.1 HCVcc-Cre infection, luciferase reporter, 44 h. Potency, µM (series often up to 41.8 µM), without a hit: top-dose activity change, negative = inhibition, usual class: inhibitors. 3.4% of 340,000 active. AID 651820
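A cell-based infection assay in which seeded cells (1,000 per well) receive test compound after 4 h, are inoculated with HCVcc-Cre at approximately 0.5 moi, and are incubated 44 h before luminescence detection.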
Pf growth 96h: P. falciparum growth inhibition at 96 hours. Potency, µM (titrated, usually from 28.7 µM), for the others: at the top dose activity change, negative = inhibition, most hits filed as inhibitors. 6.9% of 320,000 active. P. falciparum luciferase reporter growth, 96 h
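Cell-based qHTS: luciferase-tagged P. falciparum in erythrocytes (2% hematocrit, 0.05% parasitemia final) incubated with compounds for 96 hours, 37 C, 5% CO2; luciferase detection reagent then added and luminescence measured.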
LmPK inh: inhibitors of Leishmania mexicana pyruvate kinase; Q27686; purified LmPK, Kinase-Glo ATP luminescence, 1 h; Potency, µM (top dose mostly 57.5 µM), for the others: top-dose activity change, negative = inhibition, hits mostly inhibitors; 0.37% of 290,000 active; AID 1721
Target sequence (Q27686 whole entry, looked up): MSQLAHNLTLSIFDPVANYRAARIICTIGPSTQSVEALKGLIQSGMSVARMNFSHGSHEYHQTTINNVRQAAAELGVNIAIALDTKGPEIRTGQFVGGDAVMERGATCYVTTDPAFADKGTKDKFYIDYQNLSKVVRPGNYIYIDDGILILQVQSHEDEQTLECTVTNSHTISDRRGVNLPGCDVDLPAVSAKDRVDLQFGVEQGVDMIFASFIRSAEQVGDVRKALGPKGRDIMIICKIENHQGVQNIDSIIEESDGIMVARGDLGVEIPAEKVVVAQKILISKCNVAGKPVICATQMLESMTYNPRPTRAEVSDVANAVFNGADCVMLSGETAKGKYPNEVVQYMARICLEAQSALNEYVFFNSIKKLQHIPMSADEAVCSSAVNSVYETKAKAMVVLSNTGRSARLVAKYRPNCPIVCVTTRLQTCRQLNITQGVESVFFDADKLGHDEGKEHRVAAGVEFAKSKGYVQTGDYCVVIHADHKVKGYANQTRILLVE
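Kinase-Glo luminescence read after 1 h RT reaction of 0.1 nM LmPK with 0.5 mM PEP and 0.1 mM ADP. Activity scaled between uninhibited and enzyme-free controls.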
Pf growth 48h: inhibits P. falciparum growth in the first generation, 48 h. P. falciparum luciferase growth in erythrocytes, 48 h. 5.9% of 310,000 active. Potency, µM (doses to about 28.7 µM), for the others: top-dose activity change, negative = inhibition, most hits filed as inhibitors
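Firefly luciferase activity from engineered P. falciparum reports growth; inhibitors lower the luminescent signal. Cultures contained 2% hematocrit erythrocytes at 0.1% final parasitemia.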
Sm TGR inh: blocks Schistosoma mansoni thioredoxin glutathione reductase | 3% of 360,000 active | Potency, µM (doses to about 114 µM), without a hit: at the highest dose activity change, negative = inhibition, most hits filed as inhibitors | purified TGR, DTNB reduction, TNB absorbance 405 nm | Q962Y6; further: nearly all actives have a fitted effect of over 60% in size
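Kinetic colorimetric format: TGR-catalysed, NADPH-driven DTNB reduction monitored via TNB absorbance. Enzyme dispensed at 20 nM; compound exposure 15 min at room temperature before reaction start.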
TbPYK inhibitor: inhibitors of Trypanosoma brucei pyruvate kinase | Q57TT1 | TbPYK enzyme, Kinase-Glo Plus ATP luminescence, 45 min | Potency, µM (series often up to 76.8 µM), for inactives: at the top dose activity, negative = inhibition, hits mostly inhibitors | 0.12% of 410,000 active | AID 624173; further: nearly all actives have a fitted effect of over 50% in size
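In this concentration-response screen, enzyme-free wells defined baseline while DMSO plates tracked drift. Each reaction combined TbPYK, substrate, compound and 130 uM ADP for 45 min at room temperature. Kinase-Glo Plus luminescence gave the signal.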
* marks the source's active call; other numbers are inactive results; ? = inconclusive; nt = no result given; & = joins results of further samples; [ ] = another dose, or the depositor's remark. The call rests on the fitted dose curve; in most records, active means well fitted curve in the direction sought with a large enough effect; inconclusive means small, poorly fitted or top-dose-only effect, or another doubt; inactive means no such curve, though single readings can be large; an effect the other way counts as inactive or inconclusive. On the % scale 0 is the no-effect control and ±100 the full control effect; potency means the concentration at half of the fitted maximal effect. Outcome played no part in choosing rows; overall some 16% were active at least once.

SMILES	HCV inh	Pf growth 96h	LmPK inh	Pf growth 48h	Sm TGR inh	TbPYK inhibitor
Cc1c(NC(=O)C(C)OC(=O)CCC2CCCC2)c(=O)n(-c2ccccc2)n1C (stereo not given)	-11%	-19%	-8%	?	2%	-3%
OC(COc1ccccc1Br)CN1CCNCC1 (stereo not given)	-3%	?	-4%	9%	1%	0%
COc1ccc(-c2cc(=NC(CC(C)C)C(=O)O)c3cc(C)ccc3o2)cc1 (stereo not given)	-13%	147%[activator]	-2%	198%[activator]	-1%	1%
Cc1cc(=O)oc2c3c(cc(OCC(=O)NCC4CCC(C(=O)O)CC4)c12)OC(C)(C)CC3 (stereo not given)	6%	?	-5%	?	-11%	-1%
Cc1cccc(NC(=O)c2ccc(NC(C)c3ccccc3)c([N+](=O)[O-])c2)n1 (stereo not given)	?	-2%	0%	9.3µM*	12%	-2%
Clc1ccccc1N1CCN(Cc2ccc3c(c2)OCO3)CC1	?	0%	-2%	-4%	9%	3%
CC(CCN1CCC(n2nccc2NC(=O)c2ccccc2Cl)CC1)c1ccccc1 (stereo not given)	1%	-19%	2%	-28%	1%	9%
Cc1ccc(CNC(=S)Nc2ccc(OC(F)F)cc2C)cc1	4%	?	6%	-18%	-3%	-6%
CC(=O)Nc1ccc(S(=O)(=O)NNC(=O)COc2ccc(Cl)cc2Cl)cc1	-1%	-3%	1%	-3%	4%	-3%
CC(C)CC1Nc2ncnc(N3CCCCC3)c2N(Cc2ccc(Br)cc2)C1=O (stereo not given)	?	?	nt	?	0%	-8%
CC1(C)CC(=O)C(C=NCC(N)=O)=C(O)C1	-4%	?	2%	-17%	-5%	2%
CCOc1ccc(Nc2ccc([N+](=O)[O-])c3nonc23)cc1	-4%	?	-14%	60%[activator]	-8%	-7%
CC1CN(Cc2nc3c(c(=O)n(C)c(=O)n3C)n2CC(O)CO)CC(C)O1 (stereo not given)	11%	-7%	5%	10%	8%	-6%
CCOC(=O)C(=O)NNc1ccccc1OC	10%	-14%	-10%	9%	-9%	-19%
O=C(C[N+]12CCC(CC1)C(CO)C2)c1ccc(Br)cc1 (stereo not given)	4%	-25%	4%	-14%	-8%	1%
CN1CCN(C(=O)c2c(O)c3cccc4c3n(c2=O)CCC4)CC1	27%	nt	-1%	4%	-3%	6%
CCn1c(CN2CCN(CCO)CC2)nc2ccccc21	15%	81%[1.15 µM]	2%	5%	nt	-2%
CC(=O)OC1c2ccccc2C(=O)N1c1ccccc1C (stereo not given)	2%	7%	-5%	0%	-1%	-4%
COc1ccc2[nH]c(C)c(CCNC(=S)Nc3cc(C)cc(C)c3)c2c1	-19%[8.37 µM]	-21%	2%	?	-19%	1%
CCOC(=O)N1CCN(C(=O)c2cccn3c(=O)c4c5c(sc4nc23)CCCC5)CC1	8%	12%	-2%	-8%	2%	7%
O=C(CCl)c1ccc(Cc2ncc(C(F)(F)F)cc2Cl)s1	-20%	-12%	0%	-11%	8.9µM*	-4%
Cc1cccc(NC(=O)CCCc2ccccc2)c1	-7%	130%[activator]	0%	96%[activator]	2%	7%
COC(=O)C1=C(c2cccc(OCc3ccccc3)c2)C[C@@H]2CC[C@H]1N2C(=O)NNCc1ccccc1	-21%	10µM*	nt	8.3µM*	1%	-1%
CC(NC(=O)CCNC(=O)c1ccc(Br)cc1)c1ccc(-n2ccnc2)cc1 (stereo not given)	0%	-23%	nt	?	2%	0%
O=C1C=C(c2ccccc2)C[C@H](c2cccs2)[C@H]1n1nnc([N+](=O)[O-])n1	?	8.3µM*	0%	1.9µM*	-13%	-5%
COc1ccc(CN(Cc2cccn2C)S(=O)(=O)c2ccc(C)cc2)cc1	-24%	?	0%	?	0%	1%
Cc1ccc2c(C(=O)CN3CCN(C4CCCCC4)CC3)c(C)[nH]c2c1	-29%	-20%	8%	2.6µM*	-10%	0%
CCN(C(=O)CSc1nnc(Nc2ccccc2)s1)C1CCS(=O)(=O)C1 (stereo not given)	6%	?	-1%	-21%	-1%	-1%
NC(=O)CCn1c(=O)oc2ccccc21	1%	57%[activator]	2%	-7%	0%	-10%
CC1(C)CSC(=NCCc2ccccc2)N1	?	28%	3%	17%	1%	0%

A draw from above in order of length of the SMILES, rising:
SMILES	HCV inh	Pf growth 96h	LmPK inh	Pf growth 48h	Sm TGR inh	TbPYK inhibitor
CC1(C)CSC(=NCCc2ccccc2)N1	?	28%	3%	17%	1%	0%
Cc1cccc(NC(=O)CCCc2ccccc2)c1	-7%	130%[activator]	0%	96%[activator]	2%	7%
CCn1c(CN2CCN(CCO)CC2)nc2ccccc21	15%	81%[1.15 µM]	2%	5%	nt	-2%
CC(=O)OC1c2ccccc2C(=O)N1c1ccccc1C (stereo not given)	2%	7%	-5%	0%	-1%	-4%
O=C(CCl)c1ccc(Cc2ncc(C(F)(F)F)cc2Cl)s1	-20%	-12%	0%	-11%	8.9µM*	-4%
CN1CCN(C(=O)c2c(O)c3cccc4c3n(c2=O)CCC4)CC1	27%	nt	-1%	4%	-3%	6%
COc1ccc(CN(Cc2cccn2C)S(=O)(=O)c2ccc(C)cc2)cc1	-24%	?	0%	?	0%	1%
Cc1ccc2c(C(=O)CN3CCN(C4CCCCC4)CC3)c(C)[nH]c2c1	-29%	-20%	8%	2.6µM*	-10%	0%
CC(NC(=O)CCNC(=O)c1ccc(Br)cc1)c1ccc(-n2ccnc2)cc1 (stereo not given)	0%	-23%	nt	?	2%	0%
CCOC(=O)N1CCN(C(=O)c2cccn3c(=O)c4c5c(sc4nc23)CCCC5)CC1	8%	12%	-2%	-8%	2%	7%
O=C1C=C(c2ccccc2)C[C@H](c2cccs2)[C@H]1n1nnc([N+](=O)[O-])n1	?	8.3µM*	0%	1.9µM*	-13%	-5%
COC(=O)C1=C(c2cccc(OCc3ccccc3)c2)C[C@@H]2CC[C@H]1N2C(=O)NNCc1ccccc1	-21%	10µM*	nt	8.3µM*	1%	-1%

(listing goes on)
SMILES	HCV inh	Pf growth 96h	LmPK inh	Pf growth 48h	Sm TGR inh	TbPYK inhibitor
NS(=O)(=O)c1ccc(CCNC(=S)NC2CCCC2)cc1	9%	26%	0%	10%	7%	-8%
Clc1ccc(CSc2nnc3c(n2)[nH]c2ccccc23)cc1	2%	?	8%	5.2µM*	10%	-7%
CCCN(CCC)C(=O)CC(c1ccccc1)c1cc(C)ccc1O (stereo not given)	-23%	nt	4%	?	-12%	1%
CN(C)CCCNC(=O)CCC1CCCCC1	8%	nt	2%	6%	-5%	3%
CC(C)C(=O)Nc1cccc(-c2cn3ccsc3n2)c1	-18%	6%	-7%	45%[activator]	-6%	-19%
CC(=O)NCC1CCCN(Cc2cn(-c3ccccc3)nc2-c2ccc3c(c2)OCO3)C1 (stereo not given)	-10%	13µM*	9%	-30%	-21%	-1%
O=C(/C=C/c1cccs1)NC(=S)NNC(=O)c1ccccc1O	22µM*	18%	3%	?	-14%	-9%
COc1ccc([N+](=O)[O-])cc1COc1cc(C)cc2oc(=O)cc(-c3ccccc3)c12	?	?	7%	?	1%	2%
CCOC(=O)c1c(C)[nH]c(C(=O)Nc2ccc(C)c(Cl)c2)c1C	-2%	?	1%	-55%	-5%	nt
Cc1ccc(CNC(=O)Cn2c(=O)oc3ccccc32)o1	-10%	?	-2%	?	28µM*	-6%
COc1ccc(S(=O)(=O)N2CCOC23CCN(S(=O)(=O)c2c(C)cc(C)cc2C)CC3)cc1	?	?	nt	?	0%	1%
COc1cc(C(=O)OCC(=O)NC2CCCCCC2)ccc1OCC(C)C	11%	4%	nt	-19%	4%	-2%
Nc1ncnc(N2CCc3ccccc32)c1[N+](=O)[O-]	-9%	?	-5%	?	-8%	0%
CC(C(=O)N1CCN(c2ccccc2F)CC1)c1ccc([N+](=O)[O-])cc1 (stereo not given)	-9%	9.3µM*	8%	-74%	1%	-9%
CC1(C)CC(=O)/C(=N/Nc2ccc(Cl)cc2)CO1	?	122%[activator]	1%	145%[activator]	7%	-2%
CCn1c2ccccc2c2c3ncc4cccn4c3ccc21	11µM*	55%[activator]	3%	36%[activator]	28µM*	-6%
CN(C)S(=O)(=O)c1ccc2c(c1)C(CC(=O)O)OC2=O (stereo not given)	12%	nt	-1%	6%	-11%	2%
CCOc1ccccc1N1CCN(C(=O)c2cc(S(=O)(=O)N3CCCCC3)ccc2C)CC1	-20%	?	nt	?	1%	-2%
Cc1ccc(NC(=O)CSc2nc(=O)n(Cc3ccncc3)c3c2CCC3)c(C)c1	14%	24%	nt	19%	2%	-1%
COc1ccccc1N1CCN(C(=O)c2cc(-c3ccc(F)cc3)[nH]c2C)CC1	?	-4%	-4%	13µM*	11%	-7%
O=C(COc1ccc2ccccc2c1)N[C@@H](C(=O)O)c1ccc(O)cc1	3%	20%	1%	29%	-24%	-2%
c1ccc(Oc2cc(-c3ccccc3)nc(-c3ccccc3)n2)cc1	13%	?	-1%	-19%	-3%	4%
COC(CNC(=O)[C@H](Cc1ccccc1)N1Cc2ccccc2C1=O)OC	16%	-7%	-1%	0%[0.00184 µM]	-20%	1%
CCc1nn(CC(=O)NCCCc2ccccc2)c(=O)c2cc3c(OC)cccc3n12	9%	7%	4%	7%	-2%&-9%	2%&-5%
COc1ccc(Cn2c(=O)oc3ccc(C)cc32)cc1OC	14µM*	-20%	3%	-8%	5%	-1%
O=C(NC1CCN(Cc2ccccc2)CC1)c1cccc(Br)c1	-29%	-6%	-1%	10%	-21%	1%
Cc1ccc(S(=O)(=O)Cc2cc(-c3ccc(Cl)cc3)no2)cc1	?	?	2%	-33%[5.75 µM]	7%	2%
COc1ccc(C(=O)N(CC(=O)NC(C)(C)C)c2ccc3c(c2)OCCO3)cc1OC	2%	nt	-3%	2%	0%	-3%
CCOC(=O)C1(Cc2ccccc2)CCN(Cc2ccc3cc(NC(C)=O)ccc3n2)CC1	-5%	5%	-8%	?	2%	-1%
Cc1cc(NC(=O)C2C3C(=O)N(Cc4ccc(Cl)cc4)C(C(=O)NCc4ccccc4)C34C=CC2(C)O4)no1 (stereo not given)	16%	17%	3%	?	5%	-7%
O=C(/C=C/N1CCN(Cc2ccccc2)CC1)C(F)(F)F	7%	8%	3%	-3%	8%	1%
O=C(c1ccccc1)c1ccc2ccccc2n1	-13%	23%	-1%	nt	-3%	-4%
CCC(C)(C)NC(=O)C1CCN(c2nc(OC)nc(OC)n2)CC1	12%	?	2%	-7%	0%	-8%
CSc1nc2ccc(S(N)(=O)=O)cc2s1	33%[activator]	-4%	-1%	24%	-2%	-9%
CCOC(=O)c1cc(-c2cccs2)nc2onc(C)c12	-10%	?	5%	nt	-3%	3%
CC(C)(C)Nc1nc2ccc([N+](=O)[O-])cc2o1	-7%	29%	-10%	30%	6%	0%
CCC(=O)N1CCCc2cc(S(=O)(=O)N3CCN(c4ncccn4)CC3)ccc21	17%	-28%	4%	nt	1%	0%
N#Cc1c(Cl)nc(-c2ccncc2)nc1-c1ccccc1	-9%	6%	-4%	20%	0%	-1%
O=C(NCN1C(=O)C2C3C=CC(C3)C2C1=O)Nc1nccs1 (stereo not given)	20%	nt	0%	-18%	0%	-3%
COc1ccc(-n2nnnc2SCC(=O)Nc2cccc(O)c2)cc1	-22%	?	0%	42%[activator]	-8%	-5%
COc1cc(-c2noc(C)c2/C=C/c2ccc(OC(C)=O)cc2)cc(OC)c1OC	?	?	8%	-30%	-55%	-12%
Cc1cccn2cc(CCNS(=O)(=O)c3cccc([N+](=O)[O-])c3)nc12	37%[activator]	21%	-4%	?	-8%	2%
CCOC(=O)Nc1ccc(OC)c([N+](=O)[O-])c1	-8%	0%	-1%	15µM*	-5%	4%
O=C(c1nc2ccccn2c1CNCC1OCCc2ccccc21)N1CCOCC1 (stereo not given)	10%	12µM*	7%	12%	10%	5%

From PubChem
